CD11b adhes inh: blocks human CD11b/CD18 adhesion to fibrinogen. K562 CD11b/CD18 adhesion to fibrinogen, ATPlite luminescence; Mn2+ added to activate the integrin. AID 1497. P05107+P11215. 93,000 compounds, 0.54% hits. inhibition, % at 10 µM;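 active = primary inhibition of 50% or more at 10 µM, then 40% or more on retest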; note: some results filed as inactive read as strong as hits
sEH activator: activators of human soluble epoxide hydrolase. P34913. purified human sEH enzymatic activity, activator screen. activation, % at 2 µM. 91,000 compounds, 0.04% hits. AID 717; in the data active = activation above about 37%; note: values of inactives mirror those of a sister screen read the other way
sEH inhibitor: inhibitors of human soluble epoxide hydrolase. inhibition, % at 2 µM. 91,000 compounds, 0.34% hits. recombinant human sEH enzymatic activity assay. P34913; in the data active = inhibition above about 80%; note: values of inactives mirror those of a sister screen read the other way; many of its hits are not listed in these tables
CD11b adhes enh: enhancers of human CD11b/CD18 binding to fibrinogen | 93,000 compounds, 0.07% hits | activation, % at 10 µM | K562 CD11b/CD18 adhesion to fibrinogen, ATPlite luminescence;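 active = 10 µM primary screen giving 50% or more activity, confirmed by 40% or more on retest at that dose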; note: strong numbers were not always called active; reference of the scale not given here
Calb biofilm kill: kills Candida albicans biofilms | inhibition, % at 6 µM | C. albicans biofilm + clotrimazole, Alamar Blue | 85,000 compounds, 0.14% hits | AID 834;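 active = inhibition above 20%; inactive = inhibition below 20%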;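 note: preformed 24 hr biofilms exposed to compound for 48 hr; 0% = biofilm without compound and 100% = blank killed by clotrimazole plus chlorhexidine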
ERa coact pot: enhances coactivator binding to human estrogen receptor alpha. P03372. TR-FRET ERalpha-LBD/SRC-Cy5 coactivator binding, 2 h; 100 = basal binding, no effect. coactivator binding (% of control), % at 25.6 µM. 86,000 compounds, 1.3% hits. AID 639; in the data active = activity above about 200%;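 note: binding measured in presence of low estradiol as agonist stimulus; 0% = peptide alone without receptor and 100% = receptor with peptide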
Target sequence (P03372 whole entry, looked up, the tested form may be a part): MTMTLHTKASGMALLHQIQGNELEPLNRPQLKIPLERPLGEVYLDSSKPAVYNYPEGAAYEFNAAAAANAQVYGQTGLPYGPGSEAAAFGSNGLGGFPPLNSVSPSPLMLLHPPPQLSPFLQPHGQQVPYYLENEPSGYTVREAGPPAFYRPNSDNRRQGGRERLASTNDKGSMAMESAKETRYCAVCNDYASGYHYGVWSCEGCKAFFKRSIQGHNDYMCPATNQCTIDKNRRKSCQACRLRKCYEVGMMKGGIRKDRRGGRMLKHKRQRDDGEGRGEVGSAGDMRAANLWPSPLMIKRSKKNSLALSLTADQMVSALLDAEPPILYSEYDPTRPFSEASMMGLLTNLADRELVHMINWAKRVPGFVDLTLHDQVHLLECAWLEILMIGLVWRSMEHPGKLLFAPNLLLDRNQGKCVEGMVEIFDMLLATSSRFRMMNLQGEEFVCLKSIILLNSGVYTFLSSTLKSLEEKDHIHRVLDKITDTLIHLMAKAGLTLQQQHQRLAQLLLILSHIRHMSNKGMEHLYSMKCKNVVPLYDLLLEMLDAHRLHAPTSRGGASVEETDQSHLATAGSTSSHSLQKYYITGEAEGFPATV
Smad3 inh: blocks human Smad3 binding to FoxH1 peptide; 88,000 compounds, 0.29% hits; P84022; TR-FRET Smad3/Dy647-FoxH1 peptide binding, europium anti-His; inhibition, % at 25 µM;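 active = compounds that reduce the energy-transfer binding signal between the protein and its labelled peptide by more than half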;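 note: 0% = Smad3 plus labelled peptide maximal FRET and 100% = peptide-only background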
Target sequence (P84022 whole entry, looked up): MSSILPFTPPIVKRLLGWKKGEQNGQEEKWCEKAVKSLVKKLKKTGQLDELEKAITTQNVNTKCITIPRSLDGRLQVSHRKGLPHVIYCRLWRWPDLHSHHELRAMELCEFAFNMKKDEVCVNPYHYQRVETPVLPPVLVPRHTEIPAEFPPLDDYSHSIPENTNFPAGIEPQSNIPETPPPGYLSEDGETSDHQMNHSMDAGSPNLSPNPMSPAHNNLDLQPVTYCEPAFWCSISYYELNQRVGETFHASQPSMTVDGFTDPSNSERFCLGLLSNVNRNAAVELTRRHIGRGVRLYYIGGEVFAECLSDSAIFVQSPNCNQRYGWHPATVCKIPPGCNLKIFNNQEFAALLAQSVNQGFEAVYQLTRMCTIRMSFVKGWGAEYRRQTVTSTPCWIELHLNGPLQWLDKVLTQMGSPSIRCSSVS
ERb SRC1 inh: ER-beta (human) coactivator binding inhibition; Q92731; TR-FRET ER-beta LBD / SRC1-Cy5 peptide binding; receptor agonist-loaded with 1 µM estradiol; inhibition, % at 25.6 µM; 86,000 compounds, 1.3% hits; AID 633;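 active = compounds whose percent inhibition of the receptor-coactivator binding signal exceeds about 50% in the single-dose screen, limit read from the data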;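 note: 0% = receptor plus peptide wells without compound and 100% = peptide-only wells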
MT1-MMP txn act: activates MT1-MMP transcription | HT1080 MT1-MMP promoter luciferase reporter, luminescence, overnight; stronger effect = higher value | activation factor at 10 µM | 86,000 compounds, 0.16% hits | AID 750;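 active = activation factor of at least 2 for MT1-MMP transcription at 10 µM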
Numbers without * were called inactive; nt = not tested or not shown; [ ] = dose if it differs, or a comment. Only part of the results is shown, so the mix of outcomes need not match the whole.

SMILES	CD11b adhes inh	sEH activator	sEH inhibitor	CD11b adhes enh	Calb biofilm kill	ERa coact pot	Smad3 inh	ERb SRC1 inh	MT1-MMP txn act
c1ccc(-c2nnc(Cn3c4ccccc4c4nc5ccccc5nc43)o2)cc1	nt	-1	1	nt	5	157[fluorescence artefact?]	8	4	1.4
O=C(Nc1ccc2c(c1)Cc1ccccc1-2)c1cc2ccccc2o1	nt	-5	10	nt	11	133[fluorescence artefact?]	9	7	1.3
COc1ccccc1CN1CC(C(=O)NC2CCCCC2)CC1=O (stereo unspecified)	nt	-12	11	nt	6	121	8	-7[fluorescence artefact?]	1.1
CC(C)OCCCN1C(=O)c2[nH]nc(-c3ccccc3O)c2C1c1cccc(Cl)c1 (stereo unspecified)	-22	nt	nt	-2	8	97	-11	7[fluorescence artefact?]	1.3
O=C1CC(=O)N(CCc2ccc(F)cc2)C(=O)N1	nt	-1	0	nt	2	88	-3	-5	1.1
COc1ccc(NCc2n[nH]c(=O)c3ccccc23)cc1	11	2	-5	-1	4	104	-1	-1	1.2
CCN(CC)C(=O)CSc1nnc(-c2ccccc2)o1	-10	-9	5	0	6	106	8	-4[fluorescence artefact?]	1.7
COc1ccccc1N1CCN(/N=C/C=C\c2ccco2)CC1	25	-7	6	13	4	109	9	-2	1.2
O=C1N=C(N2CCCC2)S/C1=C\c1ccccc1	nt	-4	0	nt	2	113	0	4[fluorescence artefact?]	1.3
C=CCn1c(N)c(C(=O)N2CCOCC2)sc1=S	-3	0	3	-4	3	148[fluorescence artefact?]	11	-6	1
Cc1nc2c(C(=O)NCc3ccc4c(c3)OCO4)c[nH]n2c(=O)c1Cl	22	-5	2	-2	-4	81	-3	32[fluorescence artefact?]	0.9
CCn1cc(Br)c(C(=O)NN)n1	-15	-23	25	-3	nt	nt	nt	nt	nt
COc1ccc(/C=C2\CCCC3C2=NN(C(=O)c2scnc2C)C3c2ccc(OC)cc2)cc1 (stereo unspecified)	0	13	-11	2	nt	nt	nt	nt	nt
Cc1sc2ncn3c(C)nnc3c2c1C	3	-6	8	-3	1	104	-6	-1	1.1
Cc1ccc(S(=O)(=O)NC(C)CCc2ccccc2)cc1 (stereo unspecified)	5	1	1	14	nt	nt	nt	nt	nt
CCOc1ccccc1NC(=O)CCCc1nc2ccccc2c(=O)[nH]1	-20	-4	6	-3	-2	83	-5	0	1.1
N#Cc1nc(-c2ccc(Cl)cc2)oc1N1CCCCC1	nt	-4	3	nt	7	134	7	-10	1.3
CC(C)CC(c1nnnn1C1CCCC1)N1CCN(c2ccccc2F)CC1 (stereo unspecified)	-19	0	2	2	nt	102	2	-1	1.2
CCS(=O)(=O)N1CCN(C(=O)C(c2ccccc2)c2ccccc2)CC1	4	11	-14	-3	5	96[fluorescence artefact?]	4	-5	nt
COC(=O)c1[nH]c2ccc(C)cc2c1NC(=O)CN1CCc2cc(OC)c(OC)cc2C1	3	14	-15	1	2	127	-3	0	1.2
Fc1ccc(Nc2ncnc3sc4c(c23)CCC4)cc1	3	7	-5	2	nt	nt	nt	nt	nt
NS(=O)(=O)c1ccc(CCNC(=O)c2cncc(Br)c2)cc1	nt	nt	nt	nt	-1	124	0	3[fluorescence artefact?]	1.1
O=c1oc2c(CN3CCCCC3)c(O)ccc2c2c1CCCCC2	0	nt	nt	0	1	89	2	-28	1.2
COC(=O)Nc1nc(C)c(C(=O)N(C)C)s1	-15	-11	10	-3	7	119	-2	0[fluorescence artefact?]	0.9
Cc1nnc(N2C(=O)c3oc4ccccc4c(=O)c3C2c2ccco2)s1 (stereo unspecified)	-19	nt	nt	2	6	58	0	62*[fluorescence artefact?]	1.1
CCOc1ccc(N2C(=O)CC(Sc3ncccn3)C2=O)cc1 (stereo unspecified)	-9	8	-9	4	10	104	-3	-4[fluorescence artefact?]	1
Cc1nc(C)c(C(=O)C2=C(O)C(=O)N(CCN3CCOCC3)C2c2cccs2)s1 (stereo unspecified)	nt	0	0	nt	4	117	4	-19	0.9
CCCOc1ccccc1C(=O)N(Cc1cccs1)C1CCS(=O)(=O)C1 (stereo unspecified)	0	-6	5	4	nt	nt	nt	nt	nt
Cc1noc(C)c1COc1ccc(C(=O)OCC(=O)NC23CC4CC(CC(C4)C2)C3)cc1	56*	-37	37	1	8	100	-9	-9	1.2
COc1ccccc1N1C(N)=NC(N)=NC1(C)C	nt	nt	nt	nt	3	102[fluorescence artefact?]	2	-1	1.2
COc1ccc(CCNS(=O)(=O)c2cn(C)c(=O)n(C)c2=O)cc1	10	2	-4	-4	4	118	3	-5	nt
Cn1c(=O)c2c(n(C)c1=O)=NC1(CCCCC1)N=2	11	-6	9	-6	8	106	6	-2	1
CCC(=O)Nc1ccc(NC(=O)CSc2nnnn2-c2cccnc2)cc1C	0	-2	3	-1	nt	nt	nt	nt	nt
CSC1=C(C#N)C(c2ccc(Cl)cc2)C2=C(CC(C)(C)CC2=O)N1 (stereo unspecified)	-13	nt	nt	-4	4	98	25	4	1.1
Cn1cccc1Cc1nnc(SCC(N)=O)n1CCc1ccccc1	3	nt	nt	2	5	115	6[fluorescence artefact?]	-5	1.1
ON=C1CCN(c2ncc(C(F)(F)F)cc2Cl)CC1	7	-7	4	2	nt	nt	nt	nt	nt
O=C(NCC1CCCO1)c1cc2n(n1)C(C(F)(F)F)CC(c1ccc(F)cc1)N2 (stereo unspecified)	36	nt	nt	-4	-1	118	-8	5	1.1
COc1ccc(NC(=O)COC(=O)[C@@H]2CCCN2C(=O)c2cccs2)cc1	-6	16	-13	-3	nt	nt	nt	nt	nt
Nc1nc(Nc2ccccc2)nc2ccccc12	34	20	-20	0	-4	96	-5	5	0.4
Cc1cc2c(c(=O)n1CCN(C)C)C(c1ccc(Br)cc1)C(C#N)=C(N)O2 (stereo unspecified)	27	0	0	1	2	116	-5	-13	1.1
CCC(Sc1nc2cc(OC)c(OC)cc2c2nc(C)nn12)C(=O)NCc1ccco1 (stereo unspecified)	nt	nt	nt	nt	6	132[fluorescence artefact?]	-5	47[fluorescence artefact?]	1.1
CN1CCN(Cc2nc3c(c(=O)n(C)c(=O)n3C)n2CCc2ccccc2)CC1	nt	nt	nt	nt	8	96	-7	9	1.1
COC(=O)C(Cc1cncn1COCc1ccccc1)NC(=O)OC(C)(C)C (stereo unspecified)	-22	-3	6	1	nt	131	-3	-3	1.2
CCN1CCN(c2c(Cl)cccc2NC(=O)c2ccc3c(c2)OCCO3)CC1	-31	-6	10	0	5	121	-4	-11	1
CCC(=O)Nc1cc(-c2nnc(OC)c3ccccc23)ccc1N1CCOCC1	0	-4	4	-1	-1	124	-7	-11	1.2
CNC(=O)c1sccc1SCc1c(Cl)cccc1Cl	-17	0	-1	3	1	89	-15	-2[fluorescence artefact?]	0.9
Cc1ccccc1CSCCNS(C)(=O)=O	-29	9	-10	-7	1	110	8	-10	1.1
Nc1ccc(-n2nncc2-c2ccc(Cl)cc2)cc1	-14	-1	3	-1	nt	nt	nt	nt	nt
Oc1ccc(N2CCN(C(=S)NCCc3ccccc3)CC2)cc1	-3	-14	13	3	nt	nt	nt	nt	nt
CCCNC(=O)C(=O)NCCC1=CCCCC1	0	6	-6	0	-2	94	-14	1	1.2
CC1Cc2ccccc2N1C(=O)CSc1nc2ccccc2n1CC(=O)N1CCOCC1 (stereo unspecified)	-1	-9	7	12	8	92	6	-4	1.1
Cc1ccc(Cn2c(=N)n(CC(O)c3ccco3)c3ccccc32)cc1 (stereo unspecified)	-3	3	-5	3	2	106	-16	-3	1.2
CCN(CC)c1ccc(NC(=O)OC)cc1	6	6	-3	-3	4	82[fluorescence artefact?]	-4	4	1
C=CCn1c(C)cc(C(=O)CSc2n[nH]c(N)n2)c1C	-4	21	-21	-6	1	91	5	-11	1.4
CCOC(=O)c1nnn(CC(=O)N2N=C(c3ccc(Cl)cc3)CC2c2ccccc2)c1C(=O)OCC (stereo unspecified)	nt	9	-5	nt	-3	108	-15	29[fluorescence artefact?]	1.2
COCCn1c(SCc2nnc(-c3ccccc3)o2)nc2sc3c(c2c1=O)CCC3	5	-2	2	-2	nt	nt	nt	nt	1.3
COc1ccc(S(=O)(=O)Cc2ccc(C(=O)NCc3ccc(F)cc3)o2)cc1	10	17	-14	-6	-3	90	-3	6[fluorescence artefact?]	1
O=C(CSc1nnc(-c2ccccc2)o1)Nc1ccccc1F	12	nt	nt	-5	5	105	-4	-11[fluorescence artefact?]	nt
O=C(C1CC(=O)N(C2CCCC2)C1)N1CCN(c2ccccc2F)CC1 (stereo unspecified)	5	8	-9	-1	7	119	-1	-4	nt
CCN1CCCC1CNC(=O)c1ccc(N2CCCC2=O)cc1 (stereo unspecified)	1	nt	nt	1	6	117	0	-15	1.1
Carrying on:
SMILES	CD11b adhes inh	sEH activator	sEH inhibitor	CD11b adhes enh	Calb biofilm kill	ERa coact pot	Smad3 inh	ERb SRC1 inh	MT1-MMP txn act
CCOc1cc(C(=O)Nc2cc(C)on2)cc(OCC)c1OCC	-20	10	-11	1	9	116	-2	-9	1
O=C(Nc1cccc(F)c1)c1cc(S(=O)(=O)N2CCC(C(=O)O)CC2)ccc1F	-2	-11	9	1	1	113	3	-2	1.1
Cc1ccc(C2=NN3C(C(=O)c4ccccc4)Oc4ccccc4C3C2)cc1 (stereo unspecified)	14	5	-8	-1	nt	nt	nt	nt	nt
NS(=O)(=O)c1ccc(S(=O)(=O)N2CCCC2)cc1	19	-6	3	-1	11	108	-4	-8	1
COc1ccc(OC)c(C2=NOC(C(=O)NCc3ccco3)C2)c1 (stereo unspecified)	8	-13	12	-3	0	99	1	3	1.1
CSc1nc2ccc(S(=O)(=O)N3CCc4ccccc43)cc2s1	50	8	-6	-2	-1	100	-3	2	1.1
C=CCn1c(SCc2ccc(C#N)cc2)nnc1-c1cccc(Cl)c1	nt	4	-2	nt	7	98	-4	-4	1
COc1cc2c(cc1OC)-c1nc3ccccc3c(=O)n1C(C)(C)C2	-9	-11	11	-2	-1	109	1	-3	nt
CCc1nnc(N2C(=O)c3cccc4cccc(c34)C2=O)s1	-1	13	-14	4	6	88	3	-17	1.1
COc1cc(/C=C(\C#N)c2nc3ccc(C)cc3[nH]2)c([N+](=O)[O-])cc1OC	-10	-4	5	-3	nt	nt	nt	nt	nt
O=C(O)CSc1nnc(-c2cc3ccccc3o2)n1-c1ccccc1	59	3	-9	-1	-3	107	2	6	1.1
Cn1cnc([N+](=O)[O-])c1Nc1ccc(O)cc1	3	2	-5	-2	8	74	-1	26	0.9
Cc1ccc(C2CC(c3cccc(Br)c3)n3nc(N)nc3N2)cc1 (stereo unspecified)	-2	nt	nt	-8	7	102	2	-7	1

7 entries picked at random from the list so far:
SMILES	CD11b adhes inh	sEH activator	sEH inhibitor	CD11b adhes enh	Calb biofilm kill	ERa coact pot	Smad3 inh	ERb SRC1 inh	MT1-MMP txn act
Cc1ccc(C2CC(c3cccc(Br)c3)n3nc(N)nc3N2)cc1 (stereo unspecified)	-2	nt	nt	-8	7	102	2	-7	1
COc1ccc(OC)c(C2=NOC(C(=O)NCc3ccco3)C2)c1 (stereo unspecified)	8	-13	12	-3	0	99	1	3	1.1
C=CCn1c(SCc2ccc(C#N)cc2)nnc1-c1cccc(Cl)c1	nt	4	-2	nt	7	98	-4	-4	1
CCOc1cc(C(=O)Nc2cc(C)on2)cc(OCC)c1OCC	-20	10	-11	1	9	116	-2	-9	1
O=C(O)CSc1nnc(-c2cc3ccccc3o2)n1-c1ccccc1	59	3	-9	-1	-3	107	2	6	1.1
CSc1nc2ccc(S(=O)(=O)N3CCc4ccccc43)cc2s1	50	8	-6	-2	-1	100	-3	2	1.1
COc1cc2c(cc1OC)-c1nc3ccccc3c(=O)n1C(C)(C)C2	-9	-11	11	-2	-1	109	1	-3	nt
